Screening data deposited in PubChem by several laboratories.
NALP1 yeast inh: inhibitors of NALP1 inflammasome in yeast | inhibition, % at 10 µM | S. cerevisiae NALP1/ASC/caspase-1 growth, X-gal OD620, 72 h | 280,000 tested, 0.61% active | AID 2071; in the data active means inhibition mostly above about 24%, no sharp cut-off; inactive means mostly below about 32%; further: some compounds called inactive have numbers as strong as hits
V1R ag counter: V1a receptor agonism, counter-screen for OXTR agonists; CHO-V1R cells, Fluo-8 calcium fluorescence, agonist mode; 0% DMSO, 100% 3 nM vasopressin; AID 2797; 320,000 tested, 0.25% active; P37288; activation, % at 3 µM;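 active means activation above the mean activation of all tested compounds plus 3 SD, per screening run, cut at about 20% in these data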;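 further: signal is peak over basal fluorescence ratio across a 100 second FLIPR read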
Target sequence (P37288 whole entry, looked up): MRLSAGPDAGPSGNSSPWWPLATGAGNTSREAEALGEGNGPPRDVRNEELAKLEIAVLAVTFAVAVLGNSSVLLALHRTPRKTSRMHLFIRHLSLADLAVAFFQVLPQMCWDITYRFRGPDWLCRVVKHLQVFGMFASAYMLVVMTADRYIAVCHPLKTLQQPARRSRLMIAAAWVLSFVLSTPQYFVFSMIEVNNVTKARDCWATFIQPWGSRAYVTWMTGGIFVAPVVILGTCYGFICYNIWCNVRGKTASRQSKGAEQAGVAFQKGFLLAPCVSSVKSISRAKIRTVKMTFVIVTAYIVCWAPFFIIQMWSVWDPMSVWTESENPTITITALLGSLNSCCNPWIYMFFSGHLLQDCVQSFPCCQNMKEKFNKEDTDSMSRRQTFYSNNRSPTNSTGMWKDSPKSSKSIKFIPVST
GPR7 antagonist: antagonists of human GPR7 (neuropeptides B/W receptor 1) | P48145 | GPR7-expressing cells, fluorescence antagonist assay | inhibition, % at 4.4 µM | 290,000 tested, 1.1% active | AID 1861; in the data active means inhibition above about 16%, passing the limit was not always enough;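 further: cells stimulated with the agonist NPW; 0% = agonist with vehicle and 100% = vehicle without agonist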
MEKK3 PB1 HTS: raises or lowers MEK5 binding to the human MEKK3 PB1 domain; Q99759; bead-based flow cytometry, Alexa488-MEK5 binding to MEKK3; actives lie on both sides; 0 = blocked by unlabeled MEK5, 100 = vehicle; binding response (% of control), % at 10 µM; 290,000 tested, 1.4% active; AID 1529;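 active means binding response more than 3 SD above or below the average of its plate-row segment, actives on both sides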;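 further: Alexa488 bead fluorescence after subtracting the streptavidin-only scavenger bead signal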
Target sequence (Q99759 whole entry, looked up, the tested form may be a part): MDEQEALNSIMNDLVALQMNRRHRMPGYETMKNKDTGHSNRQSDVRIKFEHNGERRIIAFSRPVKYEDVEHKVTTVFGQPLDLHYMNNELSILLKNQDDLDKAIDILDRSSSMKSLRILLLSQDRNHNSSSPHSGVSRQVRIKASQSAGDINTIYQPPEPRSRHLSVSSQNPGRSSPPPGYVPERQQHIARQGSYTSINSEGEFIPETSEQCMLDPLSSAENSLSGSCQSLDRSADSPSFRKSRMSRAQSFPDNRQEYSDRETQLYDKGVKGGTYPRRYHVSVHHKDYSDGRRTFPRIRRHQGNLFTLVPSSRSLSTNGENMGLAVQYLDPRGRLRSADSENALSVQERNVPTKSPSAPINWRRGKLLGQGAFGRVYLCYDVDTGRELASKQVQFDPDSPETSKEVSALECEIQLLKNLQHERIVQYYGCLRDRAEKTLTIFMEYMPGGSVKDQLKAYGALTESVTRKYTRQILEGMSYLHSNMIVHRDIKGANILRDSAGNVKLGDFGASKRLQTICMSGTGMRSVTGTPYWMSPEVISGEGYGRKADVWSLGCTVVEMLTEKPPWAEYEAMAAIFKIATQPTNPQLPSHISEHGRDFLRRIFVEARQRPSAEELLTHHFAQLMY
PHOSPHO1 block: PHOSPHO1 (human) inhibition; Q8TCT1; recombinant PHOSPHO1, absorbance phosphatase assay; inhibition, % at 13.3 µM; 290,000 tested, 1.1% active; AID 1565; in the data active means inhibition above about 60%
MEKK2wt PB1 HTS: raises or lowers MEK5 binding to wildtype human MEKK2 PB1 domain | Q9Y2U5 | 290,000 tested, 1.1% active | bead flow cytometry, Alexa488-MEK5 binding to MEKK2 WT; actives lie on both sides | binding response (% of control), % at 10 µM; in the data active means binding response below about 67% or above about 130%
OXTR ag: activates the human oxytocin receptor; AID 2435; 320,000 tested, 0.32% active; CHO-OTR cells, Fluo-8 calcium fluorescence; normalized: DMSO 0%, oxytocin 100%; activation, % at 3 µM;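 active means activation above the mean of all tested compounds plus 3 SD, cutoff set per screening run, cut at about 20% in these data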;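 further: peak over basal fluorescence ratio from a 100 s FLIPR kinetic read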
GalR3 antagonist: blocks the human galanin receptor 3; HEK293 GalR3-CNG cAMP membrane potential fluorescence; galR3 body fused to GalR1 C-terminus; 360,000 tested, 0.44% active; inhibition, % at 3 µM;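 active means inhibition above the screen-wide average plus 3 SD, cut at about 13% in these data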;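 further: forskolin and galanin both at EC90 stimulate the cells; cAMP rise reported by CNG channel membrane potential dye signal; 0% = forskolin plus galanin with DMSO and 100% = forskolin alone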
MEKK2 mut-MEK5: signal of MEK5 binding to mutant human MEKK2 PB1 domain | bead flow cytometry, Alexa488-MEK5 binding to MEKK2 mutant | percent response, % at 10 µM | 290,000 tested, 0.35% active | AID 1530; in the data active means percent response above about 24%, passing the limit was not always enough; further: inactives centre near 1; some results filed as inactive read as strong as hits; reference of the scale not given here
An asterisk follows results filed as active; x = not tested or not shown.

SMILES	NALP1 yeast inh	V1R ag counter	GPR7 antagonist	MEKK3 PB1 HTS	PHOSPHO1 block	MEKK2wt PB1 HTS	OXTR ag	GalR3 antagonist	MEKK2 mut-MEK5
COc1ccccc1CNC(=O)CSc1nnc2c(Cl)cc(C(F)(F)F)cn12	x	0.4	-7.4	137.0*	6.6	109.0	-0.6	-0.4	1.0
O=C(c1ccc(S(=O)(=O)Nc2ccccc2)cc1)N1CCCC(C(F)(F)F)C1 (configuration not stated)	6.6	43.2*	47.8*	100.0	17.8	105.0	36.1*	-1.8	5.0
O=C(COC(=O)c1ccc(NS(=O)(=O)c2ccc3c(c2)OCCO3)cc1)NC1CC1	19.8	1.6	0.7	103.0	-21.8	106.0	0.9	-2.8	2.0
CSc1ncc(Cl)c(C(=O)Nc2ccc(S(=O)(=O)Nc3nccc(C)n3)cc2)n1	0.0	3.1	-16.2	100.0	19.8	100.0	-0.7	-3.7	4.0
CCOC(=O)c1ccc(Cn2cnc3ccccc3c2=O)cc1	-8.9	2.4	-0.7	96.0	-4.6	97.0	1.4	-1.6	-3.0
CCCCCOc1ccc(C(=O)NC(C(=O)O)C(C)C)cc1 (configuration not stated)	9.0	1.4	-3.6	80.0	-47.4	85.0	1.4	-3.9	-9.0
CN(C)c1ccc(CN2CCC(C(N)=O)CC2)cc1	5.0	0.0	4.9	92.0	37.0	92.0	0.4	-0.7	-5.0
CCOc1ccccc1C1CC(=O)NC2=C1C(=O)CC(C)(C)C2 (configuration not stated)	-13.6	-0.2	-7.0	103.0	15.9	103.0	-0.5	-2.7	12.0
Cc1ccc(CNS(=O)(=O)/C=C/c2ccc3c(c2)OCO3)cc1	42.6	2.2	-1.9	101.0	-4.0	98.0	0.1	-3.7	-1.0
O=C(CC(CC(=O)c1ccc(Cl)cc1)c1ccccc1C(=O)O)c1ccc(Cl)cc1	12.5	-1.4	-9.0	107.0	19.3	111.0	-2.3	-10.4	7.0
COc1ccc(-c2cc(C(F)(F)F)n3nc(C(=O)N4CCN(C(=O)c5ccco5)CC4)cc3n2)cc1	10.7	0.1	-23.3	102.0	15.1	104.0	-1.5	4.3	1.0
CCOC(=O)C1CCN(C(=O)CSc2cc(=O)n(CC)c3ccccc23)CC1	x	2.1	2.3	102.0	-0.5	103.0	0.9	-7.4	4.0
CC(NC(=O)c1ccco1)C(c1cccs1)N1CCN(c2ccccc2F)CC1 (configuration not stated)	7.0	-1.4	-9.7	104.0	-7.1	101.0	-2.9	-3.6	-1.0
Cc1cccc(NC(=S)c2nc3ccccc3s2)c1	4.3	-0.1	-7.9	x	1.5	x	-0.3	-0.8	x
Cc1cc(N2CCN(c3ccc(F)cc3)CC2)n2ncnc2n1	x	1.9	-0.7	80.0	29.8	82.0	1.6	-2.0	-9.0
Cc1nnc(NC(=O)C2CCN(S(=O)(=O)c3ccc(Cl)cc3)CC2)s1	1.4	1.1	2.2	101.0	-10.4	91.0	1.3	3.4	-4.0
CCNC(=O)O/N=C(\C)c1sc(-c2ccc(Cl)cc2)nc1C	-7.7	0.7	-10.8	106.0	33.0	109.0	0.1	-2.3	6.0
CC(=O)Cn1cnc2c(cnn2-c2ccccc2)c1=O	-0.8	-0.4	-14.8	102.0	23.5	102.0	0.5	-7.4	1.0
Cc1cccc(NC(=S)N2CCCN(c3ncccc3[N+](=O)[O-])CC2)c1	-8.7	0.4	-0.5	98.0	7.2	98.0	-2.2	-5.5	-4.0
Cc1cc(C)c(C)c(S(=O)(=O)N2CCCN(C)CC2)c1C	16.7	0.2	-9.1	105.0	23.7	100.0	0.6	-7.5	-1.0
Cc1ccc(-c2nnn(CC(=O)N(CC(=O)NC3CCCC3)c3cnc4ccccc4c3)n2)o1	2.1	0.7	10.8	98.0	-20.8	99.0	0.3	-5.5	1.0
O=C(CCNC(=O)c1ccc([N+](=O)[O-])cc1)N/N=C/c1ccc(F)cc1	13.9	-1.6	-12.9	107.0	8.4	107.0	-0.8	-6.3	2.0
O=C(/C=C/c1ccco1)NC(=S)Nc1nc(-c2ccc(Cl)cc2)cs1	31.4	0.8	-12.5	99.0	-1.8	98.0	1.0	-4.5	4.0
CN(C)/C=N/c1ncc(C(=O)c2ccc(Cl)cc2)s1	40.1	0.2	9.6	101.0	10.4	103.0	2.1	-7.7	4.0
Cc1cc(C)c2nc(SCC(=O)Nc3ccc(S(=O)(=O)N4CCCC4)cc3)c(C)cc2c1	-5.4	1.0	-6.9	99.0	-43.0	95.0	0.3	-5.3	2.0

Whole records as entered above. Order of values: NALP1 yeast inh | V1R ag counter | GPR7 antagonist | MEKK3 PB1 HTS | PHOSPHO1 block | MEKK2wt PB1 HTS | OXTR ag | GalR3 antagonist | MEKK2 mut-MEK5
O=C(/C=C/c1ccco1)NC(=S)Nc1nc(-c2ccc(Cl)cc2)cs1 as listed: 31.4 | 0.8 | -12.5 | 99.0 | -1.8 | 98.0 | 1.0 | -4.5 | 4.0
Cc1cccc(NC(=S)N2CCCN(c3ncccc3[N+](=O)[O-])CC2)c1 as listed: -8.7 | 0.4 | -0.5 | 98.0 | 7.2 | 98.0 | -2.2 | -5.5 | -4.0

Returning to the listing, repeating the two entries before the break.
SMILES	NALP1 yeast inh	V1R ag counter	GPR7 antagonist	MEKK3 PB1 HTS	PHOSPHO1 block	MEKK2wt PB1 HTS	OXTR ag	GalR3 antagonist	MEKK2 mut-MEK5
CN(C)/C=N/c1ncc(C(=O)c2ccc(Cl)cc2)s1	40.1	0.2	9.6	101.0	10.4	103.0	2.1	-7.7	4.0
Cc1cc(C)c2nc(SCC(=O)Nc3ccc(S(=O)(=O)N4CCCC4)cc3)c(C)cc2c1	-5.4	1.0	-6.9	99.0	-43.0	95.0	0.3	-5.3	2.0
CCCC[C@@H]1C[C@H]1[C@@H](NC(=O)c1ccccc1)c1ccccc1C(F)(F)F	20.1	0.7	0.8	105.0	15.8	98.0	-1.6	-10.1	5.0
COc1ccc(NC(=O)CC2C(=O)N(C)C(=S)N2Cc2ccc3c(c2)OCO3)cc1 (configuration not stated)	33.9	2.2	7.4	92.0	6.3	96.0	5.0	2.9	-3.0
CCOC(=O)c1c(N=CN(C)C)c(C#N)c2n1CCCC2	0.6	-1.0	-3.1	96.0	8.2	93.0	-0.1	-4.4	3.0
O=C(CCOc1ccccc1)OCC(=O)c1cc2ccccc2o1	20.8	-1.0	-9.6	105.0	8.6	104.0	-1.1	-4.7	3.0
CC(C)C(=O)NCCc1c[nH]c2ccccc12	2.8	-0.6	-2.9	89.0	3.2	90.0	-0.4	-4.1	-2.0
CCC1Oc2ccc(C)cc2N(CC(=O)NCCCN2CCCC2)C1=O (configuration not stated)	5.1	2.8	2.8	98.0	8.7	104.0	-0.2	-9.0	-5.0
CC(C)c1csc(CN2CCC(n3nccc3NC(=O)Cc3ccccc3)CC2)n1	7.7	1.6	-2.0	104.0	1.0	104.0	1.5	-3.5	9.0
CCCNC(=O)Cn1c(=O)n(C)c2ccccc21	25.8	-0.5	-6.2	108.0	27.7	101.0	-0.1	-3.5	17.0
Fc1ccc(NC(=S)Nc2cccnc2)c(F)c1F	-18.2	5.5	-2.1	92.0	33.9	83.0	0.5	2.3	-10.0
Cc1ccnc(NS(=O)(=O)c2ccc(NC(=O)c3ccc4c(c3)OCCO4)cc2)n1	12.7	0.6	-3.6	98.0	40.8	78.0	0.0	-5.9	-13.0
COCc1cc(=O)[nH]c(Nc2nc(C)c3cc(OC)ccc3n2)n1	10.7	0.2	-8.7	x	9.2	x	1.3	x	x
O=C(COC(=O)CNS(=O)(=O)c1c(Cl)cccc1Cl)Nc1cccnc1Cl	16.2	0.2	1.8	106.0	-1.5	101.0	0.8	-3.0	0.0
COc1ccc(C(=O)COc2ccc3c(C)cc(=O)oc3c2)cc1	14.8	1.6	-4.5	106.0	28.7	107.0	3.8	-4.8	2.0
CC(=O)Nc1ccc(S(=O)(=O)NCCCN2CCN(Cc3ccccc3)CC2)cc1Cl	x	0.1	-3.3	91.0	32.2	95.0	-0.5	-4.7	-4.0
COc1ccc(/C=N/NC(=O)CC(=O)N/N=C/c2ccc(OC)cc2)cc1	-4.7	0.2	-10.5	102.0	32.0	100.0	1.2	-0.2	-2.0
O=C(Cn1cnc(S(=O)(=O)N2CCCCC2)c1)NCc1ccco1	-19.4	0.0	-2.4	104.0	15.4	108.0	0.9	x	5.0
O=C1CCC([N+](=O)[O-])C(c2cc(Br)ccc2F)N1 (configuration not stated)	15.2	1.5	-4.3	103.0	23.9	106.0	0.7	-1.6	1.0
O=C1N=C(C=c2ccc(=Cc3[nH]c(=O)[nH]c3O)cc2)C(=O)N1	23.8	1.0	-14.1	103.0	-33.5	95.0	-0.5	x	2.0
CC(=O)N1CCN(c2ccc([N+](=O)[O-])cc2)CC1	-5.4	1.6	-3.9	94.0	28.3	89.0	1.3	-3.2	-13.0
CN1CCN(CC(=O)C23CC4CC(CC(C4)C2)C3)CC1	20.0	0.5	-1.5	101.0	-8.0	105.0	0.9	-3.0	0.0
COc1ccc(Nc2nc(NCCO)nc(N3CCCC3)n2)cc1	x	1.1	x	106.0	x	108.0	-1.1	-4.8	4.0
Cc1ccc(-c2nnc(COc3cccc(-n4cnnn4)c3)o2)cc1	-3.8	2.6	1.0	98.0	-4.1	96.0	0.5	0.1	-3.0
O=C(NCc1ccco1)c1ccc2c(c1)N(Cc1ccc(Cl)cc1)CCS2	x	-0.4	1.9	97.0	51.4	103.0	-1.5	-1.2	-3.0
OCCOCCn1c(C2CCCN2c2nc(-c3ccc(F)cc3)cs2)nc2cc(Cl)c(Cl)cc21 (configuration not stated)	x	0.6	x	92.0	x	92.0	0.1	-3.0	-3.0
COc1ccc(C)cc1NS(=O)(=O)c1ccc(-c2cnc(C3CC3)o2)cc1	-5.5	7.3	17.0	98.0	20.7	96.0	8.1	7.6	0.0
Next part:
SMILES	NALP1 yeast inh	V1R ag counter	GPR7 antagonist	MEKK3 PB1 HTS	PHOSPHO1 block	MEKK2wt PB1 HTS	OXTR ag	GalR3 antagonist	MEKK2 mut-MEK5
O=C(CCCSc1nc2ccccc2s1)Nc1nccs1	17.9	3.0	19.1	109.0	26.9	102.0	0.1	-3.4	5.0
CS(=O)(=O)N1c2cccc3cccc(c23)S1(=O)=O	12.2	0.3	-1.9	107.0	43.7	109.0	0.5	-10.3	5.0
Cc1ccc2c(c1)sc(-c1ccc(N(C)C)cc1)[n+]2C	19.9	0.5	18.6	104.0	9.3	102.0	-0.4	1.0	5.0
O=C1c2ccccc2S(=O)(=O)c2cc(N3CCC(C(=O)N4CCCCC4)CC3)ccc21	x	11.7	x	88.0	x	86.0	8.8	-2.2	-4.0
O=C(CCN1C(=O)c2ccccc2C1=O)NCc1cccc(Cl)c1	18.9	0.1	-5.0	99.0	27.9	100.0	-0.1	-5.4	-4.0
CCOC(=O)/C(N=Nc1c(C)n(C)n(-c2ccccc2)c1=O)=C(\C)O	15.9	-0.8	0.5	105.0	23.9	133.0	-2.4	1.9	19.0
CC(=O)N1CCCc2cc(S(=O)(=O)N3CCCC(C(=O)N4CCN(c5ccccc5)CC4)C3)ccc21 (configuration not stated)	-16.6	7.9	-7.2	102.0	11.9	101.0	11.2	-9.3	7.0
CS(=O)(=O)Nc1ccc(S(=O)(=O)N2CCOCC2)cc1	7.2	0.0	-13.7	104.0	4.1	104.0	0.5	-1.3	5.0
Cc1csc2c(N3CCC(C(=O)O)CC3)ncnc12	-0.2	0.4	-1.1	104.0	28.8	102.0	0.6	3.0	-1.0
COc1cccc(-c2nnc3sc(-c4ccco4)nn23)c1	8.3	-0.1	-4.6	98.0	73.8*	95.0	-1.1	-5.9	-3.0
